CF NFkB inh: cystic fibrosis NF-kB activation inhibition; KKLEB NF-kB-GFP reporter, PAF-induced, GFP fluorescence overnight; inhibition, % at 5 µM; 0.86% of 360,000 active; AID 588850;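 active means at least 50% inhibition at 5 µM, scaled per plate between neutral and stimulator controls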;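 further: PAF is a Pseudomonas aeruginosa culture filtrate used as stimulus; plate controls were PAF-stimulated DMSO wells for no effect and unstimulated DMSO wells for full effect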
Shn3 inh set2: inhibitors of Schnurri-3 3'UTR reporter in osteoblasts | Clone20 osteoblast Shn3 3'UTR firefly luciferase, 24 h | inhibition, % at 12.5 µM | 0.52% of 360,000 active | AID 588674;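 active means mean inhibition of at least 75% with every replicate also reaching 75%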;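 further: 0% = median of neutral control wells and 100% = pilot-screen positive control compound; some compounds past the cut are filed as inactive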
LMP1 NFkB inh: Epstein-Barr LMP1 NF-kappaB reporter inhibition | 0.69% of 350,000 active | inhibition, % at 12.5 µM | LMP1-induced NF-kappaB luciferase reporter cells, luminescence; in the data active means inhibition above about 41%;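 further: 0% = neutral control wells and 100% = reference inhibitor control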
TRAIL sens C8: caspase-8 TRAIL sensitization | NB7+C8 cells + TRAIL, ATPlite viability luminescence | AID 624354 | inhibition (viability loss, TRAIL sensitization), % at 10 µM | 1% of 360,000 active;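 active means compounds causing at least 50% loss of cell viability in the single-dose screen, relative to plate controls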
TROY NFkB inh: blocks TROY-dependent signaling in reporter cells. 0.98% of 360,000 active. Q293 LMP1-TROYcd NF-kB luciferase reporter, 4 h. inhibition, % at 10 µM;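 active means compounds whose plate-normalised and pattern-corrected inhibition of the luciferase reporter signal at the single screening dose is 50% or more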
TWEAK Fn14 block: blocks TWEAK-Fn14 interaction in a reporter cell assay; TWEAK-stimulated Fn14 reporter cells, luciferase luminescence, 8 h; AID 1159606; inhibition, % at 10 µM; 2% of 360,000 active; in the data active means inhibition above about 50%
KKLEB tox: counter-screen for CF NF-kB inhibitors: cytotoxicity; KKLEB CF airway cells viability, ATPlite luminescence, overnight; stronger effect = lower value; cells stimulated with P. aeruginosa culture filtrate; 0.36% of 360,000 active; activity change (cytotoxicity), % at 5 µM;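 active means corrected activity change at or below -50% at 5 µM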
NR2F2 inh: NR2F2 (human) inhibition, primary screen | HEK293T NGFI-A luciferase reporter, luminescence | P24468 | inhibition, % at 8.6 µM | 0.7% of 370,000 active;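 active means inhibition above a per-plate cutoff, mean inhibition of test wells between control levels plus 3 SD, cut at about 38% in these data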;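 further: cells cotransfected with COUP-TFII expression vector driving the NGFI-A reporter; 0% = median of COUP-TF2 test wells and 100% = reporter-only cells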
Target sequence (P24468 whole entry, looked up): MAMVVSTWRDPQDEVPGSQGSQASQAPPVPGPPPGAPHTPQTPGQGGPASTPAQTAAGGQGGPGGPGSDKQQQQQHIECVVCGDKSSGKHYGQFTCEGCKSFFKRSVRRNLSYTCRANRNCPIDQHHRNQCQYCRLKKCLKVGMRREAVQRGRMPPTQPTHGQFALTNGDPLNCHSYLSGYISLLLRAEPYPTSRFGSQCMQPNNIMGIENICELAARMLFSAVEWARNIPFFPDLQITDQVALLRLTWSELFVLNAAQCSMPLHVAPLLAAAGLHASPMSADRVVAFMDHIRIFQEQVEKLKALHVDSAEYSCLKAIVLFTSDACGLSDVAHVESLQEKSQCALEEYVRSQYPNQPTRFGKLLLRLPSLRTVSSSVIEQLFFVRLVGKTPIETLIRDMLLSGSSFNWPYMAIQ
LRH-1 inv ag: inverse agonists of human LRH-1 (NR5A2); 0.13% of 360,000 active; AID 602396; inhibition, % at 3.6 µM; O00482; HEK293T StAR-luciferase reporter, LRH-1 transfected, 24 h;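 active means inhibition above the mean inhibition of all tested compounds plus 3 SD, cut at about 73% in these data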;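 further: 0% = DMSO wells and 100% = reporter-only cells lacking LRH-1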
Target sequence (O00482 whole entry, looked up): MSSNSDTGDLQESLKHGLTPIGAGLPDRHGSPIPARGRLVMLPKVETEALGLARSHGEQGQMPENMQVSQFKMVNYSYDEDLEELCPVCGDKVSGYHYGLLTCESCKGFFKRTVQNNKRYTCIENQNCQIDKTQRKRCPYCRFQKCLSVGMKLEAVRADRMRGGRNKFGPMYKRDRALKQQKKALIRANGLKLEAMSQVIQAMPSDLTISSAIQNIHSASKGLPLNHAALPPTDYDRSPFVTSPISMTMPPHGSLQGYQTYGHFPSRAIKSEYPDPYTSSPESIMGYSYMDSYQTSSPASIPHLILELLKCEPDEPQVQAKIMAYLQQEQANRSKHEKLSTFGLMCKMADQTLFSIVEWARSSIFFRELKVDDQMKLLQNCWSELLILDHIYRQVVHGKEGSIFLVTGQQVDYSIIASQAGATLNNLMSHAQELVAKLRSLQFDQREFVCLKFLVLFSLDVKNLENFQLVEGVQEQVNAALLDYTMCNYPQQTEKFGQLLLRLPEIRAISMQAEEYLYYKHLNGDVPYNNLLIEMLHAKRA
SRC3 inh: inhibits human SRC3 coactivator. HEK293 GAL4-SRC3 luciferase reporter, luminescence. inhibition, % at 3.6 µM. 0.17% of 360,000 active;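 active means inhibition above a per-campaign cutoff, the mean of all compounds plus 3 SD, cut at about 60% in these data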;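 further: 0% = DMSO-treated cells and 100% = gossypol-treated cells at 36 µM; higher means less SRC3-driven luciferase light from the GAL4 reporter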
SRC1 inh: human NCOA1 inhibition. 0.12% of 360,000 active. HEK293 GAL4-SRC1 luciferase reporter, luminescence. inhibition, % at 3.6 µM;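 active means inhibition above the campaign mean plus 3 SD, with each screening campaign given its own cutoff, cut at about 60% in these data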;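 further: 0% = DMSO treated cells and 100% = gossypol at 36 µM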
Active calls of the source: *; x = no result given.

SMILES	Shn3 inh set2	CF NFkB inh	TROY NFkB inh	TWEAK Fn14 block	NR2F2 inh	SRC3 inh	LRH-1 inv ag	LMP1 NFkB inh	KKLEB tox	SRC1 inh	TRAIL sens C8
COc1cccc(-n2cc(C(=O)NC(C)C)c3ccccc3c2=O)c1	-5	15	20	-6	-8	3	7	0	-7	-37	4
O=C(C1CCC(CNc2c(N3CCCCC3)c(=O)c2=O)CC1)N1CCN(C2CCCCC2)CC1 (stereo unspecified)	14	5	12	-7	-2	13	-14	0	-2	3	-9
COc1cc(C(=O)NCCC2=CCCCC2)ccc1OC1CCN(C(C)=O)CC1	4	12	-4	-15	-17	0	17	2	7	-6	-17
COc1ccc(-c2oc3ccc(-c4cc(OC)c(OC)c(OC)c4)cc3c2C#Cc2ccsc2)cc1	21	2	-14	-27	18	-5	-10	-4	-1	-2	8
COc1ccc(C2C3=C(CCCC3=O)N(CC(=O)O)C3=C2C(=O)CCC3)cc1Cl	-20	9	-14	-2	-7	4	6	-4	-1	8	-1
Cc1ccc(S(=O)(=O)N2CCN(C(C(=O)Nc3ccc(F)cc3)c3ccccc3)CC2)cc1 (stereo unspecified)	2	-19	0	2	16	4	10	-8	0	-5	-4
COc1ccccc1N1CCN(S(=O)(=O)c2cn(C)cn2)CC1	-3	-1	12	9	-5	-23	5	0	4	-6	-17
COc1cccc(C(=O)Oc2ccc(/C=N/NC(=O)c3ccncc3)cc2OC)c1	-26	2	11	5	-13	8	-13	-6	12	-8	-5
CCc1ccc(NS(=O)(=O)c2ccc3[nH]cc(C(=O)NCC4CCCO4)c(=O)c3c2)cc1 (stereo unspecified)	-30	11	16	20	-14	-10	4	-4	1	0	3
CNC(=O)CC(C(=O)O)c1ccc(OCC(C)C)cc1 (stereo unspecified)	-36	2	8	6	-5	-2	-5	7	5	-4	-7
C=CCN1C(=O)C(C)NC1=S (stereo unspecified)	-17	5	-5	-1	-3	18	4	-1	0	3	-25
COc1ccc(-n2cc(C#N)c(=O)[nH]c2=O)cc1	8	-11	4	-20	13	-19	7	6	9	-4	3
COc1ccc(CCNC(=O)c2cc(-c3ccc(Cl)c(Cl)c3)oc2C)cc1	15	-1	49	10	2	11	-32	-1	14	-5	-4
COc1ccc(CNC(=O)c2cc(-c3cc(C)ccc3O)n[nH]2)cc1	-19	-5	-2	0	1	11	-16	-9	11	-3	16
O=C(C1CCCCC1)N1CCC(n2nnc3ccccc32)CC1	1	2	19	6	8	5	4	-3	-2	-9	-1
CSCC(=O)N1CCC(n2nccc2NC(=O)c2ccc3c(c2)OCO3)CC1	-77	-15	-69	-1	-36	-59	-16	-20	21	-21	1
O=C(NCCc1ccccn1)c1ccc(NS(=O)(=O)c2ccc(F)cc2)cc1	-16	-12	-4	7	-9	-8	-7	7	4	7	18
CCC(CC)CN1C(Nc2ccccc2)=NC[C@@H]1CC(C)C	6	17	-12	-11	x	-12	-4	3	0	-12	-7
COc1ccc(C(=O)N2CCn3c(C)ccc3C2C)cc1 (stereo unspecified)	-10	12	-22	-2	-2	-7	-13	9	-8	-23	-13
CC(C)C[C@H](NC(=O)c1nc[nH]c1C(=O)NCCCCCNC(=O)OC(C)(C)C)C(=O)OCc1ccccc1	-9	-9	40	-16	-13	14	-2	4	-7	10	-12
CCOC(=O)c1cc2c(c(CCO)n1)[C@@H](CCO)N(S(=O)(=O)C(C)(C)C)C2	-8	-21	0	16	3	4	-25	-7	22	-1	-8
Cc1ccc(C)c(C(=O)COC(=O)c2nn(C)c(=O)c3ccccc23)c1	-52	-8	4	-30	14	14	16	2	-3	4	-14
CCCCCCCN1N=C(C)C(C(=O)c2ccccc2)C1=O (stereo unspecified)	-10	-6	19	-1	3	1	13	4	-2	-4	34
Cc1[nH]c(=O)c(C#N)cc1-c1ccccc1	13	5	-7	-3	-22	-7	11	0	2	0	4
CN(C)CCCNC(=O)c1ccc(/C=N/O)nc1	3	-4	4	4	16	12	7	-3	6	2	-8
COc1ccccc1NC(=O)c1c([N+](=O)[O-])c(C(C)(C)C)nn1C	-20	3	-5	-1	1	22	-14	1	7	7	3
O=c1[nH]n(-c2ccccc2)c(=O)cc1Cl	9	15	15	-5	-2	-7	-13	2	-14	-3	-7
COc1ccc(OC)c(/C=N/Nc2nc(C)cc(=O)[nH]2)c1	-10	5	-10	3	9	7	1	1	-3	9	4
CCc1ccc(NC(=O)CSc2nc3ccccc3c(=O)n2CCCC(=O)NCCCN2CCOCC2)cc1	5	-17	-3	-21	-4	2	7	5	-4	-32	10
COc1ccccc1N1CCN(/N=C/c2ccc(Cl)c([N+](=O)[O-])c2)CC1	-62	-17	-33	-13	-29	-10	-19	-18	2	-32	-8
CCOC(=O)C1CCCN(Cc2nc(CC3CC3)no2)C1 (stereo unspecified)	-15	10	11	-24	8	-3	-1	0	5	-21	1
CCOc1ccc(S(=O)(=O)N2CCN(C(=O)Cc3n[nH]c(=O)c4ccccc34)CC2)cc1	1	5	-14	5	2	0	-7	-10	6	-8	-2
CC1CCCC(C)N1C(=O)COC(=O)CNS(=O)(=O)c1ccc2ccccc2c1 (stereo unspecified)	-14	10	6	0	20	10	0	-1	-9	-3	-14
CCNC(=O)C1(C)CCCN(Cc2cccc3c(OC)cc(C(=O)OCC)cc23)C1 (stereo unspecified)	-8	-3	3	-4	2	8	0	x	-4	4	-3
COC(=O)CSc1[nH]c2cc(C)ccc2c1[N+](=O)[O-]	-5	23	24	-16	23	18	1	-7	3	-21	10
CCCCOC(=O)Cn1c(=N)n(CCN2CCOCC2)c2ccccc21	-4	-19	0	23	4	14	-32	5	-6	-3	-4
C/C(=N\Nc1ccc2nncn2n1)c1ccc(Br)s1	-19	0	-9	-16	-6	18	8	4	0	13	-5
C=CCNc1nc2c(c(=O)[nH]c(=O)n2C)n1CCCc1ccccc1	3	8	8	-22	-25	2	-9	0	-10	-33	-7
CCOC(=O)N(C)C[C@@H]1OCc2cn(nn2)CCCC(=O)N([C@@H](C)CO)C[C@H]1C	2	-2	4	9	-15	3	-2	9	18	10	-9
Cc1nn(C)cc1-c1n[nH]c(=S)n1-c1ccc(Cl)cc1	-27	-8	-8	-11	31	0	8	1	6	3	-3

Whole records, looked up by structure:
`CCOC(=O)C1CCCN(Cc2nc(CC3CC3)no2)C1` (stereo unspecified) in the list: Shn3 inh set2: -15; CF NFkB inh: 10; TROY NFkB inh: 11; TWEAK Fn14 block: -24; NR2F2 inh: 8; SRC3 inh: -3; LRH-1 inv ag: -1; LMP1 NFkB inh: 0; KKLEB tox: 5; SRC1 inh: -21; TRAIL sens C8: 1
`CCOC(=O)N(C)C[C@@H]1OCc2cn(nn2)CCCC(=O)N([C@@H](C)CO)C[C@H]1C` in the list: Shn3 inh set2: 2; CF NFkB inh: -2; TROY NFkB inh: 4; TWEAK Fn14 block: 9; NR2F2 inh: -15; SRC3 inh: 3; LRH-1 inv ag: -2; LMP1 NFkB inh: 9; KKLEB tox: 18; SRC1 inh: 10; TRAIL sens C8: -9

Next entries.
SMILES	Shn3 inh set2	CF NFkB inh	TROY NFkB inh	TWEAK Fn14 block	NR2F2 inh	SRC3 inh	LRH-1 inv ag	LMP1 NFkB inh	KKLEB tox	SRC1 inh	TRAIL sens C8
COC(=O)c1cc(C(=O)OCC(=O)N(C)C2CCS(=O)(=O)C2)cc([N+](=O)[O-])c1 (stereo unspecified)	6	0	-7	38	-4	22	-14	-2	-5	-12	-4
N#CN1CCC(NS(=O)(=O)c2ccc(C(F)(F)F)cc2)C1 (stereo unspecified)	-7	-21	1	9	15	2	11	-4	5	2	-9
CC1CCN(c2ccccc2NC(=S)NC(=O)c2cccs2)CC1	13	-26	-2	11	-5	-9	10	-6	-4	-11	14
CS(=O)(=O)c1[nH]nc(-c2cccc(Cl)c2)c1C#N	6	-4	-17	-12	-9	-8	5	4	3	3	-9
Cc1ccccc1CN1CCN(C(C)C(=O)NCc2ccccc2)CC1 (stereo unspecified)	16	-7	5	-8	-18	-1	3	-5	-16	-10	-15

Arranged by SMILES length (smallest number first): 10 of the compounds above.
SMILES	Shn3 inh set2	CF NFkB inh	TROY NFkB inh	TWEAK Fn14 block	NR2F2 inh	SRC3 inh	LRH-1 inv ag	LMP1 NFkB inh	KKLEB tox	SRC1 inh	TRAIL sens C8
Cc1[nH]c(=O)c(C#N)cc1-c1ccccc1	13	5	-7	-3	-22	-7	11	0	2	0	4
CCCCCCCN1N=C(C)C(C(=O)c2ccccc2)C1=O (stereo unspecified)	-10	-6	19	-1	3	1	13	4	-2	-4	34
O=C(C1CCCCC1)N1CCC(n2nnc3ccccc32)CC1	1	2	19	6	8	5	4	-3	-2	-9	-1
CC1CCN(c2ccccc2NC(=S)NC(=O)c2cccs2)CC1	13	-26	-2	11	-5	-9	10	-6	-4	-11	14
COc1cccc(-n2cc(C(=O)NC(C)C)c3ccccc3c2=O)c1	-5	15	20	-6	-8	3	7	0	-7	-37	4
COc1ccccc1NC(=O)c1c([N+](=O)[O-])c(C(C)(C)C)nn1C	-20	3	-5	-1	1	22	-14	1	7	7	3
O=C(C1CCC(CNc2c(N3CCCCC3)c(=O)c2=O)CC1)N1CCN(C2CCCCC2)CC1 (stereo unspecified)	14	5	12	-7	-2	13	-14	0	-2	3	-9
Cc1ccc(S(=O)(=O)N2CCN(C(C(=O)Nc3ccc(F)cc3)c3ccccc3)CC2)cc1 (stereo unspecified)	2	-19	0	2	16	4	10	-8	0	-5	-4
CCOC(=O)N(C)C[C@@H]1OCc2cn(nn2)CCCC(=O)N([C@@H](C)CO)C[C@H]1C	2	-2	4	9	-15	3	-2	9	18	10	-9
COC(=O)c1cc(C(=O)OCC(=O)N(C)C2CCS(=O)(=O)C2)cc([N+](=O)[O-])c1 (stereo unspecified)	6	0	-7	38	-4	22	-14	-2	-5	-12	-4

Screening data (PubChem BioAssay)

This is a subset; count on the stated rates, not on these rows.
